Screening results from PubChem.
A350 fluor: compounds fluorescent in Alexa 350 spectral region; Compound autofluorescence, 340/450 nm, Alexa 350 dye-equivalents; hits give high values; max dye-equivalent concentration, M; 59,000 compounds, 11% hits; in the data active = max dye-equivalent concentration above about 10 nM; inconclusive = mostly about 1.1 nM to 9.6 nM
HEK293 cAMP cs: raises cAMP in parental HEK293 cells, TSHR agonist counter-screen; parental HEK293 CNG cAMP sensor, membrane potential fluorescence; Potency, µM (series often up to 57.1 µM), inactives show at the top dose activation, usual class: activators; 73,000 compounds, 2.5% hits; AID 938; also: potency is read from the fitted curve at half-maximal effect; % of control where 0% means no effect; nearly all actives have a fitted effect of over 55% in size
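Parental HEK 293 cells stably expressing a cAMP-gated CNG channel were loaded with membrane potential dye containing 100 uM RO 20-1724 for 60 min. Compound added for 30 min; depolarization read as fluorescence intensity at 590 nm.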
Casp7 inh: blocks human caspase-7 allosterically or competitively; 75,000 compounds, 0.02% hits; AID 889; recombinant caspase-7, Ac-DEVD-AFC fluorescence rate; Potency, µM (highest dose often 57.5 µM), inactives show top-dose activity change, negative = inhibition, actives largely listed as inhibitors; active = well fitted inhibition curve with a large enough effect in the main read-out, with a control signal flat, not every such curve was filed as active; inconclusive = small, poorly fitted or top-dose-only effect, or a change in a side signal; also: potency is read from the fitted curve at half-maximal effect; % of control where 0% means no effect
Target sequence (P55210 24-198 limits assumed): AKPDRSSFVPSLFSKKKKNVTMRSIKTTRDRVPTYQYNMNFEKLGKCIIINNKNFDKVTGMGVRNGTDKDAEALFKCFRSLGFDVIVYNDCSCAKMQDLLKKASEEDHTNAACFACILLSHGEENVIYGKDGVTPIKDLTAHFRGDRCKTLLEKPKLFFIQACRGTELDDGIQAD
Target sequence (P55210 207-303 limits assumed): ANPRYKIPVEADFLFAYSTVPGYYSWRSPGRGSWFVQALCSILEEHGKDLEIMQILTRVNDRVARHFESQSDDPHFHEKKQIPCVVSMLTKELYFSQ
BRCT inh red: disrupts BRCA1 BRCT binding to phosphoprotein, red fluorophore readout; Potency, µM (top dose mostly 76.9 µM), for the others: at the highest dose activity change, negative = inhibition, hits mostly inhibitors; 75,000 compounds, 0.03% hits; AID 892; P38398; BRCT-phosphopeptide binding, red fluorescence polarization; also: % is scaled to controls: 0 for no effect and ±100 for the full control effect
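Fluorescence polarization: 100 nM His-tagged BRCA1 BRCT with 100 nM TAMRA-labelled phospho-BACH1 decapeptide, phosphate buffer pH 7.3 with 150 mM NaCl, DTT, 0.01% Tween 20; 12 min RT. Binding inhibition seen as FP decrease.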
4MU fluor: compound fluoresces in the 4-MU spectral region. compound autofluorescence, 340/450 nm, 4-MU equivalents; hits give high values. max dye-equivalent concentration, M. 59,000 compounds, 11% hits. AID 589; in the data active = max dye-equivalent concentration above about 10 nM; inconclusive = mostly about 1.1 nM to 9.6 nM
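Compounds in 100 mM Tris, pH 8.0, sat 15 min at room temperature before fluorescence was read at 340 nm excitation/450 nm emission; a per-plate six-point 4-MU standard curve converted signals to dye-equivalent concentration at each compound concentration.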
USP2a inh: inhibitors of human ubiquitin-specific protease USP2a; USP2a enzymatic assay, qHTS inhibition; Potency, µM (highest dose often 38.3 µM), inactives show top-dose activity change, negative = inhibition, most hits filed as inhibitors; 60,000 compounds, 0.1% hits; AID 927;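 also: potency is read from the fitted curve at half-maximal effect; nearly all actives have a fitted effect of over 60% in size; plate controls were DMSO for no effect and NEM full inhibition control for full effect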
Target sequence (O75604 whole entry, looked up): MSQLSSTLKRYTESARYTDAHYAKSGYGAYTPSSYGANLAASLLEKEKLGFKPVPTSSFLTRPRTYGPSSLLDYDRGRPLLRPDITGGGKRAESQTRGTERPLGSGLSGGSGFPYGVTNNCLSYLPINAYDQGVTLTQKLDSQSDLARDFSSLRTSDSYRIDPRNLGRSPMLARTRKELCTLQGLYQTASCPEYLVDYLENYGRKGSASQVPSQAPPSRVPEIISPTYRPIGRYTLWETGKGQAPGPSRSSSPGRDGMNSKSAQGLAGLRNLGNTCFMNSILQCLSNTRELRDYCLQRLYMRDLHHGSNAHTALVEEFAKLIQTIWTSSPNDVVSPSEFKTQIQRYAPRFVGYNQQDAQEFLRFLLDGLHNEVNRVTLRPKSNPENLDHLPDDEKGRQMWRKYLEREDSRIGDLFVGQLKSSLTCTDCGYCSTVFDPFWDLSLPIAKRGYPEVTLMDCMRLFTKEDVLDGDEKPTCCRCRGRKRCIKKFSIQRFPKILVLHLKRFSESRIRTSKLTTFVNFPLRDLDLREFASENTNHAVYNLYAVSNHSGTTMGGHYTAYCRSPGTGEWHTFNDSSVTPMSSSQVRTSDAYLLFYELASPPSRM
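USP2 core (20 nM final) was preincubated with compound for 30 min at RT in 20 mM Tris-HCl pH 8.0, 2 mM CaCl2, 2 mM beta-mercaptoethanol; Ub-PLA2 (20 nM) plus NBD C6-HPC (20 uM) then added, fluorescence read after 2.5 h.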
Casp1 inh: caspase-1 (human) inhibition, allosteric or competitive; P29466; Caspase-1 enzyme, Ac-WEHD-AFC fluorogenic rate; Potency, µM (series often up to 57.5 µM), without a hit: at the highest dose activity change, negative = inhibition, usual class: inhibitors; 75,000 compounds, 0.03% hits; AID 900;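 also: potency is read from the fitted curve at half-maximal effect; plate controls were vehicle for no effect and no substrate for full effect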
GFP derepression: epigenetic modulators derepressing GFP locus in mouse cells; mouse C127i GFP locus derepression, cytometry, 30 h; Potency, µM (doses to about 46.1 µM), inactives show top-dose GFP derepression (activation); 68,000 compounds, 0.09% hits; also: % of control where 0% means no effect
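Derepression screen: silenced CMV-GFP reporter in murine C127i cells, 30 h compound incubation at 37 C, washed cells imaged by laser-scanning cytometer to enumerate GFP-expressing objects of 20 to 120 um.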
BRCT inh green: blocks human BRCA1 BRCT binding to phosphopeptide, green readout | 75,000 compounds, 0.05% hits | P38398 | BRCA1 BRCT-phosphopeptide binding, green fluorescence polarization | Potency, µM (series often up to 76.9 µM), for inactives: at the top dose activity change, negative = inhibition, hits mostly inhibitors;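 also: potency is read from the fitted curve at half-maximal effect; plate controls were peptide without protein for full effect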
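Fluorescence polarization: His-tagged BRCT (~35 kDa BRCA1 C-terminus, 250 nM) bound to 100 nM fluorescein-labeled phosphorylated 10-aa BACH1 peptide, pH 7.3 phosphate buffer with DTT and Tween 20. Compounds incubated 12 min at room temperature; inhibition read as lowered polarization.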
Fluorescein autfl: compound fluoresces in the fluorescein spectral region | max fluorescein-equivalent concentration, M | Compound autofluorescence, 480/540 nm, fluorescein-equivalent; hits give high values | 59,000 compounds, 0.91% hits; in the data active = max fluorescein-equivalent concentration above about 10 nM; inconclusive = between about 1.1 nM and that limit
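Autofluorescence profiling; 100 mM Tris, pH 8.0; incubation 15 min at RT; ex/em 480/540 nm; result as fluorescein-equivalent concentration.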
UbGFP stabilizer: ubiquitin-GFP accumulation via proteasome inhibition; Ubiquitin-GFP reporter cells, proteasome inhibition, GFP fluorescence; response scale: untreated = 0%, 10 µM MG-132 = 100%; Potency, µM (titrated, usually from 45.9 µM), without a hit: at the top dose activation (GFP accumulation), usual class: activators; 67,000 tested, under 10 active; AID 526; active = well fitted activation curve with a large enough effect, not every such curve was filed as active; inconclusive = small, poorly fitted or top-dose-only effect, or another doubt; inactive = no such curve, though single readings can be large or run the other way; also: potency is read from the fitted curve at half-maximal effect
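Proteasome blockade was scored as a rise in GFP-expressing U2OS cells carrying a ubiquitin(G76V)-GFP construct, imaged after 4 hr compound treatment at 37 °C across a 46 uM–2.9 nM series.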
* hit, by the source's call; i = inactive; u = inconclusive; x = no result given; [ ] = another dose, or the depositor's remark. Unless noted, calls follow the shape of the dose curve; as a rule, active = well fitted curve in the direction sought with a large enough effect; inconclusive = small, poorly fitted or top-dose-only effect, or another doubt; inactive = no such curve, though single readings can be large; an effect the other way counts as inactive or inconclusive. An excerpt; the hit share may differ from the screen's.

SMILES	A350 fluor	HEK293 cAMP cs	Casp7 inh	BRCT inh red	4MU fluor	USP2a inh	Casp1 inh	GFP derepression	BRCT inh green	Fluorescein autfl	UbGFP stabilizer
Cc1cc(=O)[nH]c(Nc2ccc(C(=O)OC(C)C)cc2)n1	i	-0.6%	-2.8%	0.4%	i	32.7%[activator]	-1.2%	0.0%	3.7%	u	-1.3%
COc1cccc(O)c1O	x	x	-0.1%	0.2%	x	-0.4%	1.5%	x	-4.2%	x	x
O=C(CN(C1CCCCC1)S(=O)(=O)c1ccccc1)N1CCCC1	x	14.1%	0.8%	0.3%	x	3.8%	-0.2%	5.0%	0.6%	x	9.6%
Cn1c(SC/C=C/c2ccccc2)nnc1-c1cnccn1	i	22.3%	-0.9%	0.1%	i	9.0%	-0.4%	-2.9%	0.7%	u	-12.8%
O=C1[C@@H]2C=CC=CC2=NC(=S)N1CCN1CCC(=C(c2ccc(F)cc2)c2ccc(F)cc2)CC1	i	u	-0.8%	-1.3%	i	24.4%	1.5%	-1.1%	-2.5%	u	0.1%
Nn1c(Nc2ccccc2)nc2ccccc2c1=O	x	7.9%	2.1%	-1.6%	x	8.8%	0.0%	10.5%	0.5%	x	-6.5%
O=C(Cc1ccccc1)CC1(O)C(=O)Nc2ccccc21 (stereo not drawn)	i	0.9%	-0.6%	0.7%	i	-5.3%	0.8%	0.0%	0.1%	i	5.4%
CCN1CCN(CC(=O)Nc2ccc3c(c2)OCCO3)C(=O)C1=O	x	11.9%	0.6%	-1.0%	x	x	-0.9%	x	-1.0%	x	2.2%
O=C(NCC(=O)N(c1cnc2ccccc2c1)C(C(=O)NC1CCCC1)c1ccncc1)c1ccco1 (stereo not drawn)	i	8.0%	2.1%	-1.1%	i	x	-1.7%	-1.1%	1.4%	i	1.0%
CC(=O)NC(Cc1ccc(F)cc1)C(=O)O (stereo not drawn)	i	17.9%	-0.6%	-1.0%	i	-3.9%	-0.1%	0.3%	-3.2%	i	0.0%
COc1ccc(F)c(C2C(C#N)=C(N)Oc3n[nH]c(C(C)(C)C)c32)c1 (stereo not drawn)	i	7.4%	3.0%	-0.6%	i	9.4%	-1.8%	0.0%	1.7%	i	4.4%
O=C(O)CCC(=O)N1CCN(c2cccc(Cl)c2)CC1	i	4.9%	0.1%	-0.7%	i	3.7%	1.4%	-2.9%	-1.0%	i	3.7%
O=C(C1CCCN(S(=O)(=O)c2ccc(F)cc2)C1)N1CCCC1 (stereo not drawn)	i	-1.9%	0.3%	-0.9%	i	2.8%	0.9%	3.1%	-1.6%	i	-8.3%
Cc1ccc(P(=O)(CC(=O)O)c2ccc(C)cc2)cc1	i	4.9%	-1.0%	1.0%	i	2.9%	-0.5%	-2.1%	-0.7%	u	x
CC(C)C(=O)Cc1ccc2ccccc2n1	u	0.1%[11.4 µM]	-0.2%[11.5 µM]	-0.1%[15.4 µM]	u	x	-2.2%[11.5 µM]	4.5%[9.22 µM]	0.5%[15.4 µM]	i	1.4%[9.17 µM]
COc1ccccc1CNS(=O)(=O)c1ccc2c(c1)oc(=O)n2C	x	2.0%	1.2%	0.1%	x	x	-5.1%	x	-0.4%	x	0.0%
Cc1ccc2[nH]c(=O)c(CN(Cc3cccnc3)Cc3nnnn3CCN3CCOCC3)cc2c1	1.51e-08M*	-6.5%	-8.9%	0.7%	1.2e-08M*	2.4%	-9.7%	-2.3%	-2.0%	u	-1.1%
O=C(OCC(=O)N1CCN(c2ccccc2)CC1)c1ccccn1	i	1.4%	-1.6%	1.0%	i	0.7%	-1.7%	0.9%	-0.2%	i	-5.8%
COc1ccc(Cl)cc1NC(=O)c1ccoc1C	x	17.7%[11.4 µM]	0.2%	0.9%	x	24.2%[7.66 µM]	-2.3%	-1.5%	0.9%	x	-9.1%[9.17 µM]
COC(=O)CSc1nnc(-c2cccnc2)n1-c1cccc(OC)c1	i	u	1.1%	-1.0%	i	-3.8%	-2.3%	-1.7%	-1.6%	i	-0.7%
CC1(C)CC(=O)C2=C(C1)Nc1ncnn1C2c1ccccn1 (stereo not drawn)	2.25e-08M*	-0.3%	-0.2%	0.1%	1.9e-08M*	-3.4%	-1.4%	-3.8%	-1.3%	u	-0.9%
COC(=O)C1=C(C)N(c2ccc(S(N)(=O)=O)cc2)C(=O)C1	x	-5.0%	-1.6%	-2.5%	x	3.7%	-2.3%	0.0%	-3.6%	x	-4.3%
O=C(OCC(=O)N1CCc2ccccc21)c1cccnc1	i	-4.1%	-3.0%	0.2%	i	12.8%	-1.4%	0.3%	0.7%	i	0.9%
COc1ccc(C(CNC(=O)c2ccc(OCC3CCCO3)cc2)N2CCOCC2)cc1 (stereo not drawn)	i	7.7%	-0.1%	-1.0%	i	7.8%	-3.0%	2.8%	-4.0%	u	0.3%
CC(=O)NCCNc1ncnc2ccc(-c3cccc(NS(C)(=O)=O)c3)cc12	i	u	-4.2%	0.8%	i	39.3%[activator]	-1.5%	0.0%[9.22 µM]	-0.1%	u	4.0%
CN(Cc1cnc2nc(N)nc(N)c2n1)c1ccc(C(=O)N[C@H](CCC(=O)O)C(=O)O)cc1	9.17e-08M*	u	-11.0%[25.7 µM]	1.4%[34.4 µM]	1.12e-07M*	-7.5%[17.1 µM]	-8.7%[25.7 µM]	0.0%[20.6 µM]	-3.5%[34.4 µM]	u	0.0%[20.5 µM]
CCOC(=O)c1cnc(-n2nc(C)cc2C)nc1N1CCOCC1	u	1.0%	0.5%	-2.2%	u	5.9%	-0.6%	-2.0%	1.2%	u	14.3%
O=C(CSc1nnc(-c2ccccn2)n1Cc1ccco1)c1ccc(-c2ccccc2)cc1	i	u	-6.4%	0.8%	i	43.6%[activator]	-4.1%	-2.6%	-1.5%	i	5.0%
COc1ccccc1NC(=O)C1C2C=CC(O2)C1C(=O)O (stereo not drawn)	i	10.4%	-0.8%	0.6%	i	-2.7%	-1.1%	0.0%	-1.6%	i	-3.9%
O=C(O)CC(C(=O)O)n1nc(-c2ccccc2)cc1-c1ccccc1 (stereo not drawn)	x	3.0%	-0.7%	1.0%	x	0.1%	-1.9%	0.0%	-1.5%	x	-8.7%

Shown with two lines to a compound: part of the list above
Every second line gives: A350 fluor, HEK293 cAMP cs, Casp7 inh, BRCT inh red, 4MU fluor, USP2a inh, Casp1 inh, GFP derepression, BRCT inh green, Fluorescein autfl, UbGFP stabilizer
> O=C(OCC(=O)N1CCc2ccccc21)c1cccnc1
→ i, -4.1%, -3.0%, 0.2%, i, 12.8%, -1.4%, 0.3%, 0.7%, i, 0.9%
> COc1ccc(C(CNC(=O)c2ccc(OCC3CCCO3)cc2)N2CCOCC2)cc1 (stereo not drawn)
→ i, 7.7%, -0.1%, -1.0%, i, 7.8%, -3.0%, 2.8%, -4.0%, u, 0.3%

(further entries)
SMILES	A350 fluor	HEK293 cAMP cs	Casp7 inh	BRCT inh red	4MU fluor	USP2a inh	Casp1 inh	GFP derepression	BRCT inh green	Fluorescein autfl	UbGFP stabilizer
O=C(COc1ccc(S(=O)(=O)NCc2ccccc2)cc1Cl)N1CCOCC1	u	13.2%	0.8%	0.7%	i	0.7%	0.1%	-1.6%	1.2%	i	-2.9%
O=C(c1nnc(Cc2ccc(Cl)cc2)o1)N1CCc2ccccc2C1	x	22.2%	-6.4%	0.1%	x	x	-4.1%	-4.4%	-2.6%	x	12.5%
CCOC(=O)CNC(=O)c1cn(CC(C)C)c(=O)c2cc(OC)c(OC)cc12	i	6.1%	0.9%	-0.1%	i	-6.2%	1.0%	-2.7%	-1.3%	u	-2.1%
Cc1ccccc1-c1nnn(CC(=O)NCc2ccc3c(c2)OCO3)n1	i	20.4%	-2.0%	-0.7%	i	-7.2%	1.7%	2.4%	-3.0%	i	-17.1%
COc1ccc(N2C(=O)C3CCCN3C2c2cccc(C)c2)cc1 (stereo not drawn)	x	5.2%	-0.6%	-0.5%	x	x	-1.9%	-3.4%	-3.5%	x	-1.4%
CCN1CC=C2C(C#N)=C(N)C(C#N)(C#N)C(CCc3ccccc3)C2C1 (stereo not drawn)	8.85e-07M*	-10.2%	u	-3.0%	1.28e-06M*	26.6%	u	-2.2%	-20.2%	1.3e-07M*	7.8%
CCN1CCCC1CNC(=O)C(NC(=O)C1CCC(C)CC1)C(C)C (stereo not drawn)	i	-0.8%	-2.4%	-1.4%	i	4.5%	-0.1%	-4.2%	-1.5%	u	x

Of the compounds above, these contain a furan ring, fused or not:
SMILES	A350 fluor	HEK293 cAMP cs	Casp7 inh	BRCT inh red	4MU fluor	USP2a inh	Casp1 inh	GFP derepression	BRCT inh green	Fluorescein autfl	UbGFP stabilizer
O=C(NCC(=O)N(c1cnc2ccccc2c1)C(C(=O)NC1CCCC1)c1ccncc1)c1ccco1 (stereo not drawn)	i	8.0%	2.1%	-1.1%	i	x	-1.7%	-1.1%	1.4%	i	1.0%
COc1ccc(Cl)cc1NC(=O)c1ccoc1C	x	17.7%[11.4 µM]	0.2%	0.9%	x	24.2%[7.66 µM]	-2.3%	-1.5%	0.9%	x	-9.1%[9.17 µM]
O=C(CSc1nnc(-c2ccccn2)n1Cc1ccco1)c1ccc(-c2ccccc2)cc1	i	u	-6.4%	0.8%	i	43.6%[activator]	-4.1%	-2.6%	-1.5%	i	5.0%
